KDM5B inhibitor = KDM5B demethylase inhibition | Q9UGL1 | KDM5B demethylase, FDH-coupled NADH fluorescence (FDH is formaldehyde dehydrogenase) | Potency, µM (doses to about 57.7 µM), inactives show at the top dose activity change, negative = inhibition, actives largely listed as inhibitors | hit rate 2.6% among 220,000; active means well fitted inhibition curve with a large enough effect; inconclusive means small, poorly fitted or top-dose-only effect; inactive means no such curve, though single readings can be large or run the other way; further: 0% is about no effect; nearly all actives have a fitted effect of over 70% in size
Target sequence (Q9UGL1 whole entry, looked up): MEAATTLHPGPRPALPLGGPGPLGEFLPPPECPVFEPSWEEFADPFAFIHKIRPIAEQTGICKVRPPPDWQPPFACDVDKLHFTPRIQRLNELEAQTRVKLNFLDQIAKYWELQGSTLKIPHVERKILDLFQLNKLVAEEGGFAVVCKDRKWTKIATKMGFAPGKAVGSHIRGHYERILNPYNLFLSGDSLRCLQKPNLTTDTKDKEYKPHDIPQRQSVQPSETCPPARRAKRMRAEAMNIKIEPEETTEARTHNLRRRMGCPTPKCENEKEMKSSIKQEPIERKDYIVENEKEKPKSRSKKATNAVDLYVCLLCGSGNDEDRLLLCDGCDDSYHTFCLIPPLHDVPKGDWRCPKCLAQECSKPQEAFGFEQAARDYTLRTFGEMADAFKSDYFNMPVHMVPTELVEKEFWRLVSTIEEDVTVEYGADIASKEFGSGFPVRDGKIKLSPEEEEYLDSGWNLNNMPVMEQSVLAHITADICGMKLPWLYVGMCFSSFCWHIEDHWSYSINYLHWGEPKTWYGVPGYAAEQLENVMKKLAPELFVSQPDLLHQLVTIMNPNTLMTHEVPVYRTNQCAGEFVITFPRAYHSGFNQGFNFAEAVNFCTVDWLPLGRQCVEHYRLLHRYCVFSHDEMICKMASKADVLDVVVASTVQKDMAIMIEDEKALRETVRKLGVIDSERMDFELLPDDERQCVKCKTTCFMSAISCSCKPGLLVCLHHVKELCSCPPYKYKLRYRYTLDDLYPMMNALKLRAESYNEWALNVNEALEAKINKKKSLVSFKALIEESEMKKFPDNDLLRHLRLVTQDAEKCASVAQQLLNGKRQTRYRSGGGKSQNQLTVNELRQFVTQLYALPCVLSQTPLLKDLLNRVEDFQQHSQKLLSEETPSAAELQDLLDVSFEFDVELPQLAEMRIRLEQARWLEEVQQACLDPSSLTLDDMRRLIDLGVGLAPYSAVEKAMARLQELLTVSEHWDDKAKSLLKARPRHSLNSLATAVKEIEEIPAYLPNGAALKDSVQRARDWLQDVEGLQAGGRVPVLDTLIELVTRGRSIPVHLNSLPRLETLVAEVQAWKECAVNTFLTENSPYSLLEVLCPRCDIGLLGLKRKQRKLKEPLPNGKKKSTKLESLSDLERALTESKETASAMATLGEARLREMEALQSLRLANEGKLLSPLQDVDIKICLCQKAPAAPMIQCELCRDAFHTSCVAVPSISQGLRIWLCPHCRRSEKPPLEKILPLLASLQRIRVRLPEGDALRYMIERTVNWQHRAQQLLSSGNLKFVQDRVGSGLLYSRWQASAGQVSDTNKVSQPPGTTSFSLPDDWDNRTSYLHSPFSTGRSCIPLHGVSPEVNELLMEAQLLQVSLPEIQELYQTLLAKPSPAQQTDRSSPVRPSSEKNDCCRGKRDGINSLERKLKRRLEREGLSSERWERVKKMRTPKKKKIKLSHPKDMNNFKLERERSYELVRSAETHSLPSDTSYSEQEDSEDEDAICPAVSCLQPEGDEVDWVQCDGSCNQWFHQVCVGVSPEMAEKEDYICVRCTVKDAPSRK
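Here, H3K4me3 peptide (12.5 µM in substrate mix) is demethylated by KDM5BΔAP, 200 nM final, after 10 min compound exposure. Formaldehyde product is coupled through FDH (0.25 U/mL in mix) to NADH fluorescence; 30-min ΔRFU feeds dose-response curves.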
* = called active by the depositor; i = inactive; ? = inconclusive; [ ] = remark or other dose. Potency means the concentration at half of the fitted maximal effect. The list is partial, so the mix of outcomes need not match the whole.

Compound	KDM5B inhibitor
O=C(C1CCCC1)N1CC2(CCN(Cc3ccc(Cl)cc3)C2)Cc2ccccc21 (centres undefined)	-9%[115 µM]
COc1ccc(-c2cc3nc(C)c(CCC(=O)Nc4ccc(F)cc4F)c(C)n3n2)c(OC)c1	?
Cc1ccc(C)c(OCCC(=O)N2CCN(S(=O)(=O)c3cccs3)CC2)c1	-4%
CC(=O)c1ccc(N2CCN(C(=O)c3cc4n(n3)CC(c3ccc(Cl)cc3)OC4)CC2)cc1 (centres undefined)	?
COc1ccc(OCC(O)CN2CCC(CN3C(=O)c4cccc5cccc(c45)C3=O)CC2)cc1 (centres undefined)	?
CCCCN(C)C1CCN(C(=S)Nc2ccc(OCC)cc2)CC1	12%
COc1cc(OC)c(NC(=O)c2nc3ccccc3nc2N2CCCC2)cc1Cl	-5%
Cc1cnc(C2CCC2)n1CC1CCN(C(=O)C(C)c2ccccc2)CC1 (centres undefined)	-3%
COCc1c(Br)c(C)nc2sc3c(=O)n(-c4cccc(Br)c4)nnc3c12	?
CCN(C(=O)c1cc2c(s1)-c1ccccc1SC2)c1cc(C)ccc1C	?
Cc1ccc(C(=O)Nc2c(NCc3ccccc3)c3ccccc3oc2=O)cc1	1%
Cc1cc(C(=O)N2CCCn3nc(C(=O)NCCN(C)C)cc3C2)ccc1F	33%[activator]
C=CCn1cc(CN2CCOc3c(O)cc(-c4cccc(Cl)c4)cc3C2)cn1	-29%
CC(C)c1ccc(-c2nonc2NC(=O)c2cc(=O)c3ccc(Br)cc3o2)cc1	7%
O=C(Nc1ccccc1)c1nn(Cc2ccccc2)c(=O)c2ccccc12	6%
Cc1cnc(NC(=O)CCNC(=O)c2ccsc2)s1	19%
CCOc1ccc(NC(=O)Cn2c(C)cc3nc4n(c(=O)c32)CCCC4)cc1	5%
O=C(C1CC(=O)N(C2CC2)C1)N1CCN(Cc2ccncc2)CC1 (centres undefined)	-27%
CC(C)C1=NOC2(CCN([S+](=O)([O-])c3ccccc3)C2)C1 (centres undefined)	14%[149 µM]
O=C(c1ccccc1)N1CCC[C@H]1c1nc(-c2ccccc2Cl)no1	-12%

Some values from the entries so far.
Result for CCCCN(C)C1CCN(C(=S)Nc2ccc(OCC)cc2)CC1 under KDM5B inhibitor: 12%
Result for Cc1ccc(C)c(OCCC(=O)N2CCN(S(=O)(=O)c3cccs3)CC2)c1 under KDM5B inhibitor: -4%

The results go on.
Compound	KDM5B inhibitor
CN(C)[S+](=O)([O-])c1ccc2c(c1)OCCN(CCc1ccccc1)C2	-10%[86.2 µM]
CCCNC(=O)c1cc(=O)[nH]c2ccc(S(=O)(=O)N3CCOCC3)cc12	7%
O=S(=O)(NCCc1nnc2ccc(SCc3c(F)cccc3Cl)nn12)c1ccccc1	?
COc1ccc(-c2cc(N3C(=O)Nc4ccccc4N3O)n[nH]2)cc1	10%
O=C(Cc1cccc(O)c1)N1CC(CNc2ccccc2)C2(C1)CN(c1ccccc1)C2 (centres undefined)	?
O=C(Nc1nc2c(F)cccc2s1)c1ccc(S(=O)(=O)N2CCCc3ccccc32)cc1	13%
CC(C)C[C@H](NC(=O)c1ccc2nc(-n3cccc3)sc2c1)C(=O)NCc1ccco1	-3%
O=C(CC1COCCN1)N1CCC2(CCC(=O)N(CCc3ccccc3)C2)CC1 (centres undefined)	19%
ON(/C=C1\C=Nc2ccccc21)c1ccc(Br)cc1	?
COc1ccccc1CC(=O)NCCn1cccc1-c1nc(-c2ccccc2)no1	2%
O=c1n(-c2ccc(C(F)(F)F)cc2)nc2n1CCN(Cc1ccccn1)C2	7%
N#Cc1ccc(NC(=O)C2CC(c3ccccc3F)=NO2)cc1 (centres undefined)	12%
CCCNC(=O)C1COC2(CCN(C(=O)c3ccccc3Cl)CC2)N1C(=O)c1ccc(OC)cc1 (centres undefined)	-5%
COc1ccccc1N1CCN(Cc2cc(=O)oc3cc(O)c(Cl)cc23)CC1	i
Cc1ccc2c(COC(=O)c3ccc(C)s3)cc(=O)oc2c1	-6%
CC(C)Sc1nc2c(c(=O)[nH]c(=O)n2C)n1CC(O)COc1cccc2ccccc12 (centres undefined)	4%
C=CCN(CC(=O)NC(N)=O)Cc1ccc(OC)cc1	6%
Cc1cc(C)cc(NC(=S)N2CC(C)OC(C)C2)c1 (centres undefined)	21%
Cc1noc(C2CC3(CCN(C(=O)Nc4ccccc4)CC3)CN2C)n1 (centres undefined)	-6%
O=C(c1ccccc1OCC1CCCN(C2CCCCCC2)C1)N1CCOCC1 (centres undefined)	-12%
CCOC(=O)C(Cc1ccccc1)NC(=O)CCc1c(C)nc2nc(C)nn2c1C (centres undefined)	?
CCN1CCCC1CNC(=O)c1nn(Cc2ccccc2)c(=O)c2ccccc12 (centres undefined)	5%
COCCN1C(=O)c2[nH]nc(-c3c(C)cc(C)cc3O)c2C1c1cccc(O)c1 (centres undefined)	-4%
CCc1ccc(-c2noc(CSc3nnc(-c4ccccc4OC)n3CC)n2)cc1	-9%
COc1ccc(-c2noc(CN3CCCC(C(=O)Nc4ccc(-c5ccno5)cc4)C3)n2)cc1OC (centres undefined)	-6%
COc1ccc(-c2nnc([C@H]3CCN(S(C)(=O)=O)C3)o2)cc1	-14%[86.2 µM]
CC1(C)C2CCC1(C)C(OC(=O)C[N+](C)(C)C)C2 (centres undefined)	3%
COc1ccc(C(CNC(=O)c2ccc3c(c2)OCCO3)N2CCOCC2)cc1 (centres undefined)	0%
COc1cccc(CNC(=O)c2c(C)oc3ccn(Cc4ccc(F)cc4)c(=O)c23)c1	?
O=C(NCc1ccc(Cl)nc1)c1cnn2c1CN(C(=O)c1ccccc1F)CC2	26%[115 µM]
O=S(=O)(NCCS(=O)(=O)N1CCN(c2ccccc2)CC1)c1ccc(Cl)cc1	-10%
CCCCNC(=O)c1cccc2ncccc12	17%
Cc1cccc(C(=O)N2CC(N(C)Cc3cccnc3)C2)c1	16%
Cc1ccc(-c2nnc(Nc3ccc(S(N)(=O)=O)cc3)c3ccccc23)cc1S(=O)(=O)N1CCCCC1	-7%
CCCSC1=C(C#N)C(c2ccc(O)c(OC)c2)CC(=O)N1 (centres undefined)	-2%
CCN1C(=O)CCC(C(=O)O)C1c1ccc(OC)cc1 (centres undefined)	27%
CCC(Cn1nnc2ccccc2c1=O)NC(=O)Nc1cc(C)cc(C)c1 (centres undefined)	-19%
COc1ccc(S(=O)(=O)NCC(=O)Nc2ccc3c(c2)OCCO3)cc1OC	1%
COc1ccc(-c2nc(C(N)=O)c3c(n2)n(-c2ccccc2OC)c(=O)n3C)c(OC)c1	-3%
CCOCCN1C(=O)COC[C@@H]1[C@H](O)c1ccc(NC(=O)CC(C)(C)C)cc1	-1%[86.2 µM]
Cc1ccccc1CN(C)C(=O)CCc1nc2ccccc2s1	20%
COCCNC(=O)[C@H]1C[C@H](Oc2ccccc2)CN1C(=O)COc1ccc(F)cc1	-25%
Cc1cccc(C(=O)N2CCCC2c2nc(C3CCOCC3)no2)c1 (centres undefined)	?
CC(C)C[C@@H]1N[C@H](C(=O)NCc2ccncc2)Cc2cn(Cc3ccncc3)c3cccc1c23	?
COc1ccc(F)cc1S(=O)(=O)Nc1cccc(-c2ccc(N3CCC(C)CC3)nn2)c1	-16%
CCc1c(C)sc(NC(=O)c2sc3ccccc3c2Cl)c1C#N	16%
Cc1ccc(CN2C(=O)C(O)(c3c(C)[nH]c4ccccc34)c3ccccc32)cc1 (centres undefined)	?
CCN(CC)c1cc(CCC(=O)NCc2ccc(Cl)cc2)ccn1	22µM*
CCN(CC(=O)NC)S(=O)(=O)N1CCCC(C)C1 (centres undefined)	14%
C=CCNC(=S)N/N=C/C1=CCC2CC1C2(C)C (centres undefined)	5%
COc1ccc(C2(CNC(=O)C(=O)Nc3cccc(C(F)(F)F)c3)CCCC2)cc1OC	-17%
CCCS(=O)(=O)N1CCC(N2C(=O)[C@H](OCCOC)[C@@H]2c2ccncc2)CC1	10%
CCc1ccc(N=C2NC(=O)CC(C(=O)Nc3ccc(OC)cc3)S2)cc1 (centres undefined)	-9%
CC(=O)Nc1ccc(/C=N/NS(=O)(=O)c2cc(C)ccc2C)cc1	20%
O=C(c1cnccn1)N1CCC2(CN[S+](=O)([O-])c3cnccc3O2)C1 (centres undefined)	16%[115 µM]
Cc1cc(C(=O)N2CCN(S(=O)(=O)c3ccc(C(C)C)cc3)CC2)no1	20%
CC(C)(C)N1CC(C(=O)NCCc2nc(Cc3ccccc3)no2)CC1=O (centres undefined)	-16%
CC1CCC2(CC1)OCC(C(=O)NCC1CC1)N2C(=O)c1ccc(F)cc1 (centres undefined)	22%
COc1ccc(OC)c(NC(=O)CSc2nc3[nH]c(=O)cc(O)c3s2)c1	-7%
CCN1CCN(C(=O)Cn2ncc3c4ccccc4n(Cc4c(C)cc(C)cc4C)c3c2=O)CC1	14%

Given as labelled records: part of the list above
CC(=O)Nc1ccc(/C=N/NS(=O)(=O)c2cc(C)ccc2C)cc1
  KDM5B inhibitor: 20%

COc1ccc(OC)c(NC(=O)CSc2nc3[nH]c(=O)cc(O)c3s2)c1
  KDM5B inhibitor: -7%

Cc1cccc(C(=O)N2CCCC2c2nc(C3CCOCC3)no2)c1 (centres undefined)
  KDM5B inhibitor: ?

CCc1c(C)sc(NC(=O)c2sc3ccccc3c2Cl)c1C#N
  KDM5B inhibitor: 16%

Exported field by field: entries from further up
> O=C(c1ccccc1OCC1CCCN(C2CCCCCC2)C1)N1CCOCC1 (centres undefined)
  KDM5B inhibitor: -12%

> CCOC(=O)C(Cc1ccccc1)NC(=O)CCc1c(C)nc2nc(C)nn2c1C (centres undefined)
  KDM5B inhibitor: ?

Next compounds.
Compound	KDM5B inhibitor
Cc1n[nH]c(C)c1CCC(=O)N1CCCC(c2ccc(C(=O)O)cc2)C1 (centres undefined)	42%[activator]
COc1ccccc1CCC(=O)Nc1cccc(S(=O)(=O)N2CCCC2)c1	28%
COc1cc2ccccc2cc1C(=O)Nc1ccccc1SCC(N)=O	?
Cc1cc(C)c2oc(-c3cccc(NC(=O)c4cc([N+](=O)[O-])ccc4N4CCOCC4)c3)nc2c1	19%
Cc1nn(-c2ccc(N3CCOCC3)nn2)c(C)c1CCC(=O)NCc1ccccc1	16%
Cc1ccc(CNC(=O)CC2Sc3ncccc3N(C)C2=O)o1 (centres undefined)	?
CS(=O)(=O)Nc1ccccc1C(=O)OCc1cc(=O)n2nc(C3CCCCC3)sc2n1	-12%
CCOc1ccccc1NC(=O)NC(CC)c1c(-n2cccc2)sc2c1CCN(C)C2 (centres undefined)	?
CCOc1ccc(CNC(=O)C2(c3ccc(NC(C)=O)cc3)CCCCC2)cc1	-9%
COc1ccc(CNC(=O)C2CCC(CNc3c(N4CCC(C)CC4)c(=O)c3=O)CC2)cc1 (centres undefined)	4%
CC(C)OCCCNC(=O)CCCn1c(=O)[nH]c2ccsc2c1=O	-10%
O=C1CC2(CCN(S(=O)(=O)c3cccc4nsnc34)C2)C(=O)N1 (centres undefined)	-12%
Cc1ccc(C(=O)NCc2nnnn2-c2ccccc2)cc1N1CCNC1=O	21%
Cc1ccc(C)c(N(C(=O)c2csnn2)C(C(=O)NC2CCCCC2)c2cccnc2)c1 (centres undefined)	7%

An excerpt from above in order of count of non-hydrogen atoms, ascending:
Compound	KDM5B inhibitor
O=C(CC1COCCN1)N1CCC2(CCC(=O)N(CCc3ccccc3)C2)CC1 (centres undefined)	19%
CCc1ccc(-c2noc(CSc3nnc(-c4ccccc4OC)n3CC)n2)cc1	-9%
CC(C)C[C@H](NC(=O)c1ccc2nc(-n3cccc3)sc2c1)C(=O)NCc1ccco1	-3%
COc1ccc(F)cc1S(=O)(=O)Nc1cccc(-c2ccc(N3CCC(C)CC3)nn2)c1	-16%
